Bioassay records deposited in PubChem BioAssay by The Scripps Research Institute Molecular Screening Center.
CHO-K1 Ca antag = nonselective inhibitor or artifact in parental CHO-K1 cells | inhibition, % at 3 µM | 360,000 compounds, 0.6% hits | AID 602250 | ATP-induced calcium, Fluo-8 fluorescence;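 active = inhibition above a per-plate cutoff, the plate's mean sample inhibition plus 3 SD, cut at about 24% in these data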;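 note: 0% = DMSO plus EC80 ATP and 100% = DMSO alone without ATP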
CHRM1 PAM = human CHRM1 positive allosteric modulation. P11229. CHO-K1 hM1, Fluo-8 calcium fluorescence, ACh EC20; 0% = ACh EC20, 100% = maximal ACh. activation, % at 3 µM. 360,000 compounds, 0.088% hits. AID 588819; in the data active = activation above about 19%, passing the limit was not always enough
Target sequence (P11229 whole entry, looked up): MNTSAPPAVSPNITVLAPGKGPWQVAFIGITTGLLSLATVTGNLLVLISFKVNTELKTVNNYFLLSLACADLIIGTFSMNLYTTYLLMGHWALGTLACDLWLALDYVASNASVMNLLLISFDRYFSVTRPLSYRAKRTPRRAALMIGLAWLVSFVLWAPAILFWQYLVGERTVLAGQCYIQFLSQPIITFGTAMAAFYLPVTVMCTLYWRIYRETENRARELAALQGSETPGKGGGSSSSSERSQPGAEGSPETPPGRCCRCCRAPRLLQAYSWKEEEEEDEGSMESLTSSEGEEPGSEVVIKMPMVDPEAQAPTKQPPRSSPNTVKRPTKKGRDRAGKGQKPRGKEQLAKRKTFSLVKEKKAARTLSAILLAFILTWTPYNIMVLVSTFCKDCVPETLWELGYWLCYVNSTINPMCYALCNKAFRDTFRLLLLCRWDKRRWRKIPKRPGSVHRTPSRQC
M1 ag parental = nonselective activator or artifact in parental CHO-K1 cells; AID 602248; Fluo-8 calcium fluorescence; scaled to maximal ATP response, vehicle zero; activation, % at 3 µM; 360,000 compounds, 0.48% hits; in the data active = activation above about 15%;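 note: untransfected CHO-K1 host cells lacking M1 receptor as counterscreen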
CHO parental Ca = counter-screen: ATP calcium response change in parental CHO cells. inhibition, % at 5.6 µM. 330,000 compounds, 0.63% hits. parental CHO-K1, ATP-induced calcium, Fluo-8 fluorescence;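 active = inhibition above that plate's mean sample inhibition plus 3 SD, cut at about 26% in these data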;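 note: 0% = ATP-challenged DMSO wells and 100% = DMSO wells without ATP; some compounds past the cut are filed as inactive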
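Test system: untransfected parental CHO cell line. Compound: one dose, 5.6 µM nominal. Detection: intracellular calcium via Fluo-8 no-wash fluorescent dye. Measure: % inhibition. Benchmarks: ATP-challenged DMSO wells low, unchallenged DMSO wells high.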
M4 antag = blocks acetylcholine activation of human M4 receptor | P08173 | 360,000 compounds, 0.73% hits | inhibition, % at 3 µM | CHO-hM4 cells, ACh EC80, Fluo-8 calcium fluorescence;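 active = inhibition above its plate's cutoff, the mean inhibition of sample wells plus 3 SD, cut at about 27% in these data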;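 note: 0% = acetylcholine EC80 with DMSO and 100% = DMSO without agonist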
CHRM4 agonist = CHRM4 agonism in calcium assay. CHO-K1 hM4/Gqi5, Fluo-8 calcium fluorescence; vehicle 0%, full acetylcholine response 100%. activation, % at 3 µM. 360,000 compounds, 0.14% hits;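 active = activation above the run mean over all test wells plus 3 SD, cut at about 32% in these data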;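 note: peak over basal fluorescence ratio per well then scaled between controls; 0% = DMSO wells and 100% = acetylcholine at EC100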
CHRM1 antagonist = antagonists of human M1 muscarinic receptor; CHO-K1 hM1, Fluo-8 calcium fluorescence, ACh EC80 antagonist; 360,000 compounds, 1.3% hits; inhibition, % at 3 µM;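 active = percent inhibition above its own plate's cutoff, namely the mean of that plate's compound wells plus 3 SD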;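 note: peak over basal fluorescence ratio during 140 s after agonist addition; 0% = ACh EC80 plus DMSO and 100% = DMSO alone without agonist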
OXTR potentiate = human OXTR potentiation; activation, % at 3 µM; CHO-OTR cells, Fluo-8 calcium fluorescence, potentiator mode; 0% = oxytocin EC15, 100% = EC100; AID 2445; 320,000 compounds, 0.061% hits; P30559;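 active = activation above that plate's cutoff, the mean activation of tested compounds plus 3 SD, cut at about 6.6% in these data, passing the limit was not always enough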;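 note: 100% uses oxytocin at 75 nM as the full agonist control; some results filed as inactive read as strong as hits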
Target sequence (P30559 whole entry, looked up): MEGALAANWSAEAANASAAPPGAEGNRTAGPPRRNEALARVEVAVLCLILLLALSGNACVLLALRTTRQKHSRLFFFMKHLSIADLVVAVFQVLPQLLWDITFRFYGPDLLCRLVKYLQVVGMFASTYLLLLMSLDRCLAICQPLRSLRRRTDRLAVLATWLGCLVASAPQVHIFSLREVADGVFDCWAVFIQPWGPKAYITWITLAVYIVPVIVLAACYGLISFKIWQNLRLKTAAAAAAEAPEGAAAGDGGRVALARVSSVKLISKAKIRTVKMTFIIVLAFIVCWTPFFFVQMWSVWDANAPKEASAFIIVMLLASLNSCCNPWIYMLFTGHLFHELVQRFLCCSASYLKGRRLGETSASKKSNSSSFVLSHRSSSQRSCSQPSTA
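System: human OTR in CHO cells; Also added: sub-maximal oxytocin, roughly EC15; Timing: compound 6 min at room temperature before oxytocin, 100 s read; Technique: Fluo-8 intracellular calcium fluorescence, ex 470-495, em 515-575 nm; Controls: oxytocin EC15 low and EC100 high; Replication: singlicate.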
CHRM1 agonist = activates human CHRM1 receptor; P11229; 360,000 compounds, 0.33% hits; AID 588814; CHO-K1 hM1, Fluo-8 calcium fluorescence, agonist mode; 0% DMSO, 100% acetylcholine EC100; activation, % at 3 µM;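 active = activation above the run's mean compound activation plus 3 SD, cut at about 16% in these data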;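 note: peak over basal fluorescence ratio within a 140 s kinetic read after compound addition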
* hit, by the source's call; / = no result given.

SMILES	CHRM1 agonist	M1 ag parental	CHO-K1 Ca antag	CHRM1 PAM	CHO parental Ca	CHRM1 antagonist	OXTR potentiate	M4 antag	CHRM4 agonist
Clc1ccc(OCc2nn3c(-c4ccccc4)nnc3s2)c(Cl)c1	-5	0.8	-4	5	3	-6	2	10	1
CCN(CC)c1ccc(C=Nc2ccccc2)c(O)c1	-4	-0.2	-4	3	-9	-7	2	-5	0
CCCc1nn2c(=O)cc(CSCC(=O)Nc3ccccc3OC)nc2s1	-5	0.9	-13	13	-20	-17	3	5	3
CCC(C)NC(=O)C(Cc1ccccc1)NS(=O)(=O)c1ccc2c(c1)CCC(=O)N2 (stereo not given)	-2	0.0	-9	8	-14	-6	3	-2	0
CN(C)C(CNC(=O)CSc1nc2sc3c(c2c(=O)n1C)CCCC3)c1ccccc1 (stereo not given)	-9	2.3	-14	-1	-21	12	-2	3	11
CCCn1c2ccccc2c2cnn(CC(=O)NCCN(C)C)c(=O)c21	-5	1.9	-10	3	/	-2	/	-1	1
CSCCC(NS(=O)(=O)c1ccc(Cl)cc1)C(=O)OCC(=O)N(C(C)C)C(C)C (stereo not given)	-4	0.4	-4	3	-14	-7	-4	0	1
COc1ccc(C(=O)NNC(=S)NC(=O)c2cccs2)cc1	10	14	-25	-9	18	12	-15	12	18
Cc1ccc(C(=O)NCc2ccco2)cc1[N+](=O)[O-]	-2	0.4	-5	0	-10	-20	-5	1	1
COCCN(C(=S)Nc1ccc(C)cc1C)C(C)c1cccs1 (stereo not given)	-4	0.7	-13	8	0	-11	-4	-6	0
Cc1cc(OCCOc2cccc3cccnc23)c(C)cc1Cl	2	0.0	-3	3	-39	-32	-6	-2	0
OCCN1CCN(C(=S)NCCc2ccccc2)CC1	-3	-0.2	11	-1	-11	-8	-2	0	0
COc1ccc(C(=O)O/N=C(\N)Cc2ccc(Cl)cc2)cc1OC	-4	0.3	0	-2	-4	2	-2	-14	1
Cc1c(N2CCCC2)cc2c(c1N)C(C)(C)CC2(C)C	-7	-0.3	-18	2	-12	-5	1	-1	2
COc1ccc(/C=C/C(=O)O)cc1S(=O)(=O)NCC1CCCO1 (stereo not given)	-1	1.2	-2	10	-8	-9	-5	8	0
Cc1cc(C)cc(NC2=NCC(=O)N2Cc2ccccc2)c1	1	0.0	10	9	-13	-21	-15	-1	-2
O=C(COc1ccc2c(c1)oc(=O)c1ccccc12)NCC1CCC(C(=O)O)CC1 (stereo not given)	-3	0.7	-3	7	-1	-8	-3	-6	0
O=C(OCC(=O)N1CCCc2ccccc21)C1CCN(S(=O)(=O)c2cccs2)CC1	-1	8.8	-6	9	-11	-38	-12	-7	6
COc1ccc(C(CNC(=O)c2cccc(S(=O)(=O)Nc3ccc(F)cc3)c2)N2CCCC2)cc1 (stereo not given)	-6	2.1	4	7	/	-14	/	4	9
CCn1ncc(CN2CCC(C(=O)Nc3cccc(-c4cccc(F)c4)c3)CC2)c1C	-4	4.0	-7	3	-21	0	-12	-1	7

Random excerpt: 2 compounds from above
SMILES	CHRM1 agonist	M1 ag parental	CHO-K1 Ca antag	CHRM1 PAM	CHO parental Ca	CHRM1 antagonist	OXTR potentiate	M4 antag	CHRM4 agonist
COCCN(C(=S)Nc1ccc(C)cc1C)C(C)c1cccs1 (stereo not given)	-4	0.7	-13	8	0	-11	-4	-6	0
COc1ccc(C(=O)NNC(=S)NC(=O)c2cccs2)cc1	10	14	-25	-9	18	12	-15	12	18

Next compounds.
SMILES	CHRM1 agonist	M1 ag parental	CHO-K1 Ca antag	CHRM1 PAM	CHO parental Ca	CHRM1 antagonist	OXTR potentiate	M4 antag	CHRM4 agonist
O=C(O)CCCCCCCCCCC1CCC(O)C1O (stereo not given)	0	0.5	1	1	/	-1	/	-4	1
CON(C)C(=O)CC(CNC(=O)OC(C)(C)C)c1ccc(Cl)cc1 (stereo not given)	-1	1.0	-1	9	-9	-7	0	4	2
CSc1ccc(S(=O)(=O)N2CCC(C(=O)NCc3ccncc3)CC2)cc1	-5	0.4	-16	5	11	-3	-1	-10	1
COc1cc2c(cc1OC)C(/C=C/c1ccco1)=NCC2	-5	1.1	-18	7	/	-14	/	-29	4
COc1ccc(CN2C(=O)C(CC(=O)NCCCN(C)C)CC(C(=O)N(C)C)=C2C)cc1 (stereo not given)	-3	0.4	-6	1	/	-10	/	-8	2
Cc1ccc(NC(=O)Nc2ccccc2C(=O)NCc2ccccc2)cc1	-4	0.6	-9	-7	-15	8	-3	1	4
CC(C)OC(=O)NC(c1ccccc1)C(Cl)(Cl)Cl (stereo not given)	-7	-0.7	8	1	-18	0	-5	-15	-2
COc1ccccc1Cc1c(-c2ccc(C#N)cc2)nc2c3ccccc3ccn12	-3	-0.2	5	-5	/	9	/	0	1
COc1cc(NC(=O)c2ccccc2)c(OC)cc1NC(=O)Cc1ccccc1	-4	0.4	-3	5	-14	-13	1	5	0
CC(C)NC(=O)c1ccc(COc2ccc(C(C)(C)C)cc2)o1	4	9.1	10	5	66*	-1	-18	-7	10
CC(C)CCNC(=O)CCCn1c(=O)[nH]c2ccc(Br)cc2c1=O	-3	-0.6	-8	4	-17	-7	-18	-5	0
COc1ccc(/C=C/C(=O)OCC(=O)N2CCCCCC2)c(OC)c1	-2	0.2	-8	14	-16	-15	-2	-12	1
CCc1ccccc1NC(=O)Cc1cn(C)c2ccccc12	-7	8.4	0	10	-4	-7	-1	-1	1
CC(C)=CC(=O)Nc1ccccc1C(N)=O	0	-0.1	-9	-9	-8	-3	-10	3	2
[O-][n+]1c(/C=C/c2ccccc2)ccc2ccccc21	0	1.3	-8	14	/	-28	/	-6	2
Cc1cnc(NC(=O)c2c(Cl)cnn2C)s1	-2	0.6	-4	20	-11	-20	-7	0	0
Cc1ccccc1NC(=O)CN1C(=O)S/C(=C\c2ccc(-c3cccc(C(=O)O)c3C)o2)C1=O	-3	-0.2	-2	-6	-6	9	1	-10	2
O=S(=O)(NCC1CCCO1)c1ccc(Cl)nc1 (stereo not given)	-4	1.2	-15	6	-2	-12	1	-1	1
O=C(/C=C/c1ccccc1)c1ccc2ccccc2c1	-2	-0.8	9	12	/	-21	/	-16	0
COc1ccc(C(=O)C2CCCN(Cc3c(F)ccc(F)c3F)C2)c(OC)c1 (stereo not given)	-8	1.2	-12	-3	-24	-6	3	2	-1
CC(C)N(C(=O)CSc1nnc(Cc2csc(Nc3ccccc3)n2)o1)C(C)C	1	12	-12	1	-20	-22	-2	-12	6
O=C(CN1CCN(S(=O)(=O)c2ccccc2)CC1)NC(=O)NCc1ccccc1	0	0.3	-2	4	12	-25	-8	-1	1
COc1ccc(C(C(=O)NC(C)(C)C)N(C(=O)CCC(=O)Nc2cc(C)on2)c2ccc3c(c2)OCCO3)cc1 (stereo not given)	-2	0.2	-24	6	-18	-4	-1	-3	2
CN(CC(=O)Nc1cccc(F)c1)C(=O)/C=C/c1ccc(S(=O)(=O)N2CCCCCC2)cc1	-4	13	-19	-1	/	-8	/	3	6
Cc1nnc(SCC(=O)Nc2cc(S(=O)(=O)N3CCCC3)ccc2Cl)n1C1CC1	-2	0.0	-19	0	-9	4	-3	3	1
CC1(C)Cc2ccccc2-c2nnc(-c3cccnc3)n21	-1	0.4	20	-1	-12	0	-6	2	0
Cc1[nH]c(C)c2c(=O)n(-c3ccccc3)ncc12	14	-0.8	-7	19	-3	4	-4	-18	0
COC(=O)n1c(=O)oc2ccccc21	2	0.5	-4	3	8	-30	-8	2	0
COc1ccccc1NC(=O)c1sc(NC(=O)c2ccco2)c(C#N)c1C	-3	0.1	-7	3	-4	-2	-4	4	0
C/C(=N\NC(N)=S)c1ccc2c(c1)OCCO2	-1	4.3	-14	-2	2	9	-9	-12	11
CC(=O)Nc1ccc(NC(=O)Cc2sc(C)nc2-c2ccc(C)cc2)cc1	-4	0.9	-5	8	-21	-12	-4	5	1
CCc1nc2ccc(C(=O)N(C)CCCN(C)C)cn2c1N(CC)CCOC	-5	-0.6	-3	0	/	2	/	-7	0
N/C(=N\OC(=O)c1ccc([N+](=O)[O-])cc1)c1cccnc1	-4	0.1	4	-7	-14	5	8	0	1
CC(C)c1ccc(NC(=O)CSc2nc(=O)n(CCCN3CCOCC3)c3c2CCCC3)cc1	-9	-1.0	-8	-13	-41	15	-6	-19	1
CC(=NNC(=O)c1cccc(S(=O)(=O)N2CCOCC2)c1)c1ccc(Cl)cc1	1	1.0	-11	4	-4	-15	-7	-13	3
COC(=O)c1sccc1-n1cccc1C(=O)C(=O)N1CCCC1	-5	0.6	-2	0	-12	-3	-10	7	0
CC(=O)Nc1ccc(S(=O)(=O)N(C)CC(=O)OC(C)C(=O)N(C)C2CCCCC2)cc1 (stereo not given)	2	1.8	1	6	-15	-7	2	5	1
CCOC(=O)C1(C)CCCCN1C(=O)c1cccs1 (stereo not given)	0	0.1	-2	2	/	-1	/	-6	1
S=c1[nH]nc(-c2cc(-c3ccccc3)n[nH]2)n1/N=C/C=C/c1ccco1	0	1.5	-7	7	-3	-15	-10	12	1
O=S1(=O)C[C@@H]2N=C(N/N=C/c3ccccc3)S[C@@H]2C1	-4	0.8	-10	2	-9	-13	-6	-2	0
COc1cc(NC(=O)Nc2nc(C(N)Cc3ccc(C(F)(F)F)cc3)cs2)cc(OC)c1OC (stereo not given)	0	0.9	-2	-3	/	5	/	10	5
COc1ccccc1N(CC(=O)NCCSC(C)(C)C)S(C)(=O)=O	0	0.3	-6	8	2	-14	-2	-8	3
OC(COCC1COc2ccccc2O1)CN1CCN(c2ccccc2)CC1 (stereo not given)	-8	0.6	-3	-8	-24	10	-15	-5	3
CCCN(CCC)Cc1c(C(=O)OCC)nnn1-c1nonc1N	-5	-0.1	7	-1	-20	9	-5	-4	0
COc1ccccc1N(CCC#N)C(=S)Nc1ccc(S(=O)(=O)N2CCOCC2)cc1	-2	0.3	-7	-2	-6	-5	-4	-3	1
COC1CCCCC1NS(=O)(=O)c1ccccc1 (stereo not given)	-4	-0.3	-8	4	-12	-9	-3	-4	1
Cc1nc(C(C)N(C)Cc2nc(Cc3ccccc3F)no2)c(C)s1 (stereo not given)	-3	1.7	-5	6	-6	-12	-2	5	1
O=C(NCCCCc1ccccc1)C1CCCC1	-1	-0.3	10	14	-7	-20	-14	-16	0
Cc1ccc(C)c(OCCC(=O)OCC(=O)NCc2ccc(F)cc2)c1	-2	0.5	-4	8	-9	-13	-12	-5	1
COc1cccc(NC(=O)Nc2cc(C)on2)c1	-2	0.5	-7	-1	-7	1	1	1	0
COc1ccc(CCNC(=O)Cn2c(=O)n(CC3CCCO3)c(=O)c3ccccc32)cc1OC (stereo not given)	7	-0.1	11	17	-1	-1	5	-11	-1
